EBV LMP1 NFkB: inhibitors of Epstein-Barr LMP1-induced NF-kappaB reporter. LMP1-induced NF-kappaB luciferase reporter cells, luminescence. inhibition, % at 12.5 µM. 350,000 compounds, 0.69% hits; in the data active = inhibition above about 41%;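 also: 0% = neutral control wells and 100% = reference inhibitor control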
TLR9-MyD88 block: TLR9-MyD88 interaction inhibition; CHO BLA complementation TLR9-MyD88, CCF4 FRET ratio; 340,000 compounds, 0.21% hits; inhibition, % at 4.98 µM; AID 504734;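 active = inhibition above the mean over all tested compounds plus 3 SD, cut at about 21% in these data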;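 also: 0% = DMSO only wells and 100% = clavulanate BLA inhibitor control wells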
SRC1 inh: inhibitors of human steroid receptor coactivator 1 (SRC1) | HEK293 GAL4-SRC1 luciferase reporter, luminescence | inhibition, % at 3.6 µM | 360,000 compounds, 0.12% hits;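 active = inhibition above the campaign mean plus 3 SD, with each screening campaign given its own cutoff, cut at about 60% in these data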;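 also: 0% = DMSO treated cells and 100% = gossypol at 36 µM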
Target sequence (Q15788 whole entry, looked up, the tested form may be a part): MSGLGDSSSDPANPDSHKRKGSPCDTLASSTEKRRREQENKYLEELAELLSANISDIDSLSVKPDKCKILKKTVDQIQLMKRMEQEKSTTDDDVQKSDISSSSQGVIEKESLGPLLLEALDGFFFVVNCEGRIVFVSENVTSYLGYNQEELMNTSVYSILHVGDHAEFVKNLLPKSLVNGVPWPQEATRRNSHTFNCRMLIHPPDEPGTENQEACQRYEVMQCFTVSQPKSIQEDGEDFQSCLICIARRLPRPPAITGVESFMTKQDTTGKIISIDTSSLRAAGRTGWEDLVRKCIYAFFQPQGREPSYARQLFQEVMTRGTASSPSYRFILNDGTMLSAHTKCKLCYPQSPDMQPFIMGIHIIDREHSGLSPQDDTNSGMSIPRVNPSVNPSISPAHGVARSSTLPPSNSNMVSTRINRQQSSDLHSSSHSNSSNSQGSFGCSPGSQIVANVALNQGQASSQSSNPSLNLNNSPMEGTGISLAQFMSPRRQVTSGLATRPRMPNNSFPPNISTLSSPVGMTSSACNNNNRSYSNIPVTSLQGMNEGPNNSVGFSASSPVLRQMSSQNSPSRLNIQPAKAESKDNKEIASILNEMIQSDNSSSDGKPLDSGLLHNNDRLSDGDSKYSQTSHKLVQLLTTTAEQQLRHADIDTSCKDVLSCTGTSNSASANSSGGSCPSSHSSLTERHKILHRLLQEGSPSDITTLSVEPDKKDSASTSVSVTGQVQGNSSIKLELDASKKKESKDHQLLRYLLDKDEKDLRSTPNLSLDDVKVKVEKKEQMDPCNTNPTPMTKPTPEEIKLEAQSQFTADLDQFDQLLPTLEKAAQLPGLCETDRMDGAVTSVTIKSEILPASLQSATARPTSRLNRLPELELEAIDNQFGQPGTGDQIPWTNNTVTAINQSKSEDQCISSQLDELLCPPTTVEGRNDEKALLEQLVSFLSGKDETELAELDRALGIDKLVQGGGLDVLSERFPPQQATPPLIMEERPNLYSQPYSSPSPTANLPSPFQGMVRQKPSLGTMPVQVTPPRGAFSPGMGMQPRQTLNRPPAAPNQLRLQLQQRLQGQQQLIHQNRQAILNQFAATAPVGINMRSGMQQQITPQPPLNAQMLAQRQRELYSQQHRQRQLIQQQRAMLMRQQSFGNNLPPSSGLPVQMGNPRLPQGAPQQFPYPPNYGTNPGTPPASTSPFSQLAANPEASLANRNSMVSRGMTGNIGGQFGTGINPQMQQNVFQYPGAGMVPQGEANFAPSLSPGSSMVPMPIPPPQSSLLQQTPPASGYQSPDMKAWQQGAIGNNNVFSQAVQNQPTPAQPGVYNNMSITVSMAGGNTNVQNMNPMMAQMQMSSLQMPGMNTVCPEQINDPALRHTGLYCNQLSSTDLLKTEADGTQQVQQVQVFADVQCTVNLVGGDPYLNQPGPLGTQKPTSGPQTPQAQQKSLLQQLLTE
C8 TRAIL sens: caspase-8 TRAIL sensitization; NB7+C8 cells + TRAIL, ATPlite viability luminescence; inhibition (viability loss, TRAIL sensitization), % at 10 µM; 360,000 compounds, 1% hits; AID 624354;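 active = compounds causing at least 50% loss of cell viability in the single-dose screen, relative to plate controls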
TWEAK-Fn14 inh: inhibitors of TWEAK-Fn14 interaction signaling; TWEAK-stimulated Fn14 reporter cells, luciferase luminescence, 8 h; inhibition, % at 10 µM; 360,000 compounds, 2% hits; in the data active = inhibition above about 50%
SRC2 inh: inhibits human steroid receptor coactivator 2; 370,000 compounds, 0.17% hits; Q15596; inhibition, % at 9 µM; HEK293 GAL4-SRC2 luciferase reporter, luminescence;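 active = inhibition above the mean inhibition of all tested compounds plus 3 SD, set per campaign, cut at about 52% in these data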;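 also: 0% = DMSO treated cells and 100% = cells given Gossypol at 36 µM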
COUP-TFII inh: inhibitors of human COUP-TFII (NR2F2); 370,000 compounds, 0.7% hits; HEK293T NGFI-A luciferase reporter, luminescence; AID 686940; inhibition, % at 8.6 µM; P24468;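 active = inhibition above a per-plate cutoff, mean inhibition of test wells between control levels plus 3 SD, cut at about 38% in these data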;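 also: cells cotransfected with COUP-TFII expression vector driving the NGFI-A reporter; 0% = median of COUP-TF2 test wells and 100% = reporter-only cells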
SRC3 inh: inhibitors of human steroid receptor coactivator 3 (SRC3). Q9Y6Q9. 360,000 compounds, 0.17% hits. inhibition, % at 3.6 µM. HEK293 GAL4-SRC3 luciferase reporter, luminescence;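 active = inhibition above a per-campaign cutoff, the mean of all compounds plus 3 SD, cut at about 60% in these data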;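 also: 0% = DMSO-treated cells and 100% = gossypol-treated cells at 36 µM; higher means less SRC3-driven luciferase light from the GAL4 reporter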
NR5A2 inv ag: inverse agonists of human LRH-1 (NR5A2). inhibition, % at 3.6 µM. HEK293T StAR-luciferase reporter, LRH-1 transfected, 24 h. 360,000 compounds, 0.13% hits;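 active = inhibition above the mean inhibition of all tested compounds plus 3 SD, cut at about 73% in these data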;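 also: 0% = DMSO wells and 100% = reporter-only cells lacking LRH-1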
TROY signal inh: blocks TROY-dependent signaling in reporter cells; inhibition, % at 10 µM; 360,000 compounds, 0.98% hits; Q293 LMP1-TROYcd NF-kB luciferase reporter, 4 h;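 active = compounds whose plate-normalised and pattern-corrected inhibition of the luciferase reporter signal at the single screening dose is 50% or more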
NOD2-RIPK2 inh: NOD2-RIPK2 protein interaction inhibition | 360,000 compounds, 0.38% hits | O43353 | inhibition, % at 4.98 µM | CHO BLA complementation NOD2-RIPK2, CCF4 ratio; in the data active = inhibition above about 21%;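 also: 0% = vehicle only and 100% = reference blocker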
An asterisk follows results filed as active; / = not tested or not shown. A portion of the library; rates above refer to the full screens.

canonical_smiles | SRC2 inh | TLR9-MyD88 block | TROY signal inh | TWEAK-Fn14 inh | SRC3 inh | SRC1 inh | EBV LMP1 NFkB | COUP-TFII inh | NR5A2 inv ag | C8 TRAIL sens | NOD2-RIPK2 inh
CN(C)C(CNC(=O)c1ccc(NS(=O)(=O)c2ccc(F)c(F)c2)cc1)c1ccccc1 (centres undefined) | 8 | 8 | -1 | 5 | 5 | -14 | 1 | 7 | -4 | 4 | 7
CCCCNC(=O)C1(C)CCN1C(=O)c1ccc(OC)c(C(F)(F)F)c1 (centres undefined) | -17 | / | -6 | 12 | -12 | -30 | / | -1 | -4 | -12 | 4
O=C(c1cccs1)N1CCN(C(=O)C(c2ccccc2)c2ccccc2)CC1 | 9 | 0 | -62 | -3 | -12 | -23 | -9 | 18 | -4 | 2 | -7
O=C(c1ccc(F)cc1)C1CCN(C(=O)NCc2ccccc2)CC1 | 7 | -7 | 10 | -1 | 10 | 2 | 7 | 23 | -18 | 3 | -5
CCNC(=O)C1(C)CCN(C(=O)c2ccc(F)cc2Cl)C1 (centres undefined) | 4 | / | 2 | 89* | -2 | 28 | / | 1 | -28 | -12 | -9
COC(=O)Cn1ccnc1[N+](=O)[O-] | -13 | -1 | 13 | -10 | -4 | 0 | -11 | 4 | 6 | -3 | 1
O=C1Nc2ccccc2CN2C(=O)c3cc(Cl)ccc3NC(=O)C12 (centres undefined) | 9 | / | 6 | -2 | 20 | 6 | / | 2 | -2 | 5 | 0
CCOC(=O)/C=C1/SCC(=O)N1CC(=O)Nc1ccccc1OC(F)F | -13 | 3 | 17 | 0 | -10 | 8 | 7 | -7 | -1 | 0 | -4
O=C(CC1NCCc2ccccc21)Nc1ccc(Cl)cc1 (centres undefined) | -8 | 2 | -16 | -6 | 4 | -16 | -8 | 12 | 5 | 23 | -2
COc1ccc(Br)cc1C1NC(=O)c2c(sc3c2CCN(C)C3)N1 (centres undefined) | -40 | -3 | -5 | 5 | 13 | -10 | 3 | -8 | -1 | -17 | -6
CCCS(=O)(=O)N1CCCC(C(=O)NCCc2cccc(C)c2)C1 (centres undefined) | 7 | -14 | -14 | 13 | -22 | -15 | 0 | 3 | 4 | -14 | -8
O=C(CN(CCO)c1ccccc1)NC12CC3CC(CC(C3)C1)C2 | 15 | -16 | 46 | 2 | 3 | -2 | -6 | 3 | -11 | 9 | 1
CN1CCC(N(C)C(=O)c2sc3cc(F)ccc3c2Cl)CC1 | -2 | 0 | 2 | -4 | 5 | -7 | -50 | -5 | -7 | 2 | -12
CCOc1ccccc1NC(=O)CCN1CCN(S(=O)(=O)c2ccc(Br)cc2)CC1 | -26 | 0 | 1 | -9 | -7 | 0 | -7 | 7 | 14 | 9 | -5
CC(C)C[C@H]1CNC(=O)C(=O)N1CC1CCN(CC2CCC(C(C)(C)C)CC2)CC1 (some centres undefined) | -10 | -5 | -18 | -1 | -2 | 0 | 3 | -13 | -24 | 4 | -14
Cc1ccc(OCCNC(=O)[C@H]2O[C@@H](n3cnc4c(N)ncnc43)[C@H](O)[C@@H]2O)cc1C | 20 | / | 3 | -16 | -7 | 10 | / | -6 | 3 | 19 | 4
COc1cc(/C=N/c2oc(-c3ccccc3)cc2C#N)ccc1O | -13 | 0 | 13 | 14 | -5 | 19 | -6 | -9 | 20 | -17 | -2
CCOc1cc(/C=C2/SC(=O)N(CC(=O)N3CCc4ccccc4C3)C2=O)ccc1OCC(=O)O | -15 | -7 | 4 | 13 | 4 | -12 | 1 | 16 | 4 | 12 | -5
O=C(COC(=O)/C=C/C(=O)OCC(=O)NC12CC3CC(CC(C3)C1)C2)NC12CC3CC(CC(C3)C1)C2 | -17 | 2 | 6 | -10 | 15 | 4 | 20 | -4 | 8 | -10 | 2
COc1ccc(C(=O)C2CCCN(C(=O)c3cccnc3OC)C2)cc1F (centres undefined) | -7 | 5 | -27 | 9 | 13 | -10 | 0 | -27 | -11 | -5 | -5
COc1ccccc1C(C)NC(=O)c1ccc(S(=O)(=O)NCc2ccco2)cc1 (centres undefined) | -5 | -2 | 6 | -7 | 2 | -2 | 0 | 5 | 4 | 2 | -1
CCOC(=O)COc1ccc(C2CC(C)=NN2c2ccccc2)cc1 (centres undefined) | 3 | 0 | 5 | 2 | 6 | 3 | -1 | -14 | 9 | -3 | 0
Cc1c(/C=C2\NC(=O)NC2=O)c2ccccc2n1C | -9 | -4 | -5 | 7 | -26 | -25 | 2 | -12 | -4 | -9 | -8
O=C(CSc1nc2ccccc2c(=O)n1-c1ccccc1)NCC1CCCO1 (centres undefined) | 9 | 17 | -21 | 8 | -9 | -8 | -2 | 1 | 15 | 9 | -7
COc1ccc(N(C)S(=O)(=O)c2cccc(C(=O)OCC(=O)NCc3ccccc3OC)c2)cc1 | -9 | -4 | 35 | 20 | -13 | -6 | -1 | 21 | -15 | -14 | -7
FC(F)(F)c1cc(CCN2CCNC[C@@H]2Cc2ccccc2)cc(C(F)(F)F)c1 | 0 | 1 | -24 | 3 | -32 | 2 | 1 | 8 | 10 | 30 | -2
CC1CCCC(C)N1C(=O)CSc1nnc(COc2cccc3cccnc23)o1 (centres undefined) | 22 | 4 | -3 | -23 | -17 | 9 | -1 | 6 | 8 | -11 | -8
Cc1ccc(C(=O)N/C(=C/c2ccc(-c3cccc([N+](=O)[O-])c3)o2)C(=O)NCCCN(C)C)cc1 | 11 | -7 | 14 | -33 | 12 | 2 | 6 | 24 | -12 | 8 | 3
O=C1CC(C(=O)O)C2(CCCC2)O1 (centres undefined) | -30 | -1 | 2 | 3 | -6 | -10 | 5 | 5 | -7 | 16 | -6
Cc1cc(N2CCCCC2)nc2ccc(NC(=O)CCC(=O)NCCC(C)C)cc12 | -41 | -10 | -15 | -27 | -48 | -48 | -32 | -28 | -51 | -8 | 3
COc1ccc(OC)c(C2NC(=O)N(C)C(C)=C2C(=O)OCc2ccccc2)c1 (centres undefined) | -3 | -13 | -7 | -16 | -2 | 13 | 5 | -2 | -12 | 0 | 4
CCOC(=O)c1c(C2COc3ccccc3O2)csc1NC(=O)c1ccccc1 (centres undefined) | -8 | 4 | -3 | 7 | 12 | 14 | 5 | -27 | 7 | -25 | -6
CCCn1c(N)c(C(=O)CSc2nnc(Cc3cccs3)n2C2CC2)c(=O)[nH]c1=O | -3 | 0 | 1 | -5 | -3 | 6 | 1 | 1 | 1 | -14 | 1
CC1=C(c2ccccc2)CCC1=O | -2 | 9 | -16 | 9 | 0 | 4 | 10 | -3 | -7 | -3 | 4
CCC(C)NC(=O)c1ccc2nc(Cc3ccc(OC)cc3)oc2c1 (centres undefined) | -9 | 8 | -26 | -18 | -1 | 4 | 2 | 8 | 0 | -1 | -2
Cc1ccc(Cl)cc1NC(=O)CN1C(=O)COc2ccc(S(=O)(=O)N3CCOCC3)cc21 | -17 | -7 | -4 | -3 | 21 | 11 | 2 | 8 | -4 | -32 | 0
O=C(O)CCNS(=O)(=O)c1ccccc1C(F)(F)F | -21 | 6 | 16 | 6 | 8 | 6 | 4 | 2 | 1 | -8 | 1
Cc1ccc(-c2c[n+](CC(=O)c3ccc(Br)cc3)c3n2CCCCC3)cc1 | 7 | -7 | 21 | 29 | 28 | 2 | 11 | 2 | 19 | 34 | -3
CC1(CCc2ccccc2)NC(=O)N(CC(=O)Nc2ccccc2)C1=O (centres undefined) | -32 | 10 | -36 | -31 | -64 | -56 | -23 | 3 | -17 | 11 | -20
COc1ccc(C(=O)NCc2nnc(SCC(=O)Nc3ccccc3OC)o2)cc1 | -24 | 5 | 2 | -6 | 10 | -35 | -11 | 3 | 20 | -20 | -5
O=C(NCc1cccs1)C1CCC(CNS(=O)(=O)c2cccs2)CC1 (centres undefined) | 7 | -1 | -21 | -2 | 26 | 1 | 5 | -8 | 11 | 0 | -16
O=C1Nc2ccccc2OC1CC(=O)N1CCOCC1 (centres undefined) | -21 | 2 | -7 | 6 | -3 | -8 | 5 | 4 | -9 | -17 | -3
CCN(CCNC(=O)CN1CCN(Cc2ccc(Cl)cc2)C1=O)c1ccccc1 | 8 | -6 | 11 | 6 | 13 | 5 | 13 | 11 | 20 | 8 | -4
CCC1CCCCN1C(=O)c1ccc(OC)c(OC2CCN(C(C)=O)CC2)c1 (centres undefined) | 14 | -3 | 18 | -3 | -9 | 0 | -8 | 26 | 19 | -8 | -1
OC(c1cc(F)cc(Cl)c1)c1ncc(-c2ccccc2C(F)(F)F)[nH]1 (centres undefined) | 2 | / | 3 | 6 | -10 | 8 | / | 4 | -15 | -1 | 11
CC(CC(=O)Nc1ccc2c(c1)c(=O)n(C)n2-c1ccccc1)c1ccccc1 (centres undefined) | -6 | / | 27 | 14 | 5 | 2 | / | -1 | 24 | 27 | -9
O=C(NCCN=C1NS(=O)(=O)c2ccccc21)c1ccccc1 | 6 | -4 | -13 | 4 | 7 | 10 | -4 | 2 | 12 | -8 | -6
COc1cccc(/C=N/c2nc3ccccc3n2C)c1O | -36 | -3 | -8 | 0 | -15 | -12 | -4 | 16 | -2 | 4 | 1
Cc1ccc(N2CCN(C(=O)c3nn(C)c4c3CS(=O)(=O)c3ccccc3-4)CC2C)cc1 (centres undefined) | 13 | -17 | -5 | 15 | 18 | 15 | 7 | 13 | -4 | 11 | -7
CCOc1ccc(-c2cccc(NS(=O)(=O)c3ccccc3[N+](=O)[O-])c2)nn1 | -8 | 0 | -11 | 7 | -12 | -5 | -3 | -25 | -7 | -6 | 8
COc1ccc(CCNC2=C(Cl)C(=O)N(CCc3ccccc3)C2=O)cc1OC | 13 | 4 | -7 | 33 | -13 | 5 | 2 | 16 | 13 | -1 | -24
Cc1nn(C(=O)c2cccc([N+](=O)[O-])c2)c(C)c1Sc1ccccc1 | -21 | -6 | -6 | 6 | -10 | -5 | -1 | 9 | 2 | 3 | -4

TWEAK-Fn14 inh: hit marks shown above
structure	SRC2 inh	TLR9-MyD88 block	TWEAK-Fn14 inh	SRC3 inh	SRC1 inh	EBV LMP1 NFkB	COUP-TFII inh	NR5A2 inv ag	NOD2-RIPK2 inh
CCNC(=O)C1(C)CCN(C(=O)c2ccc(F)cc2Cl)C1 (centres undefined)	4	/	89*	-2	28	/	1	-28	-9

3 compounds out of the list above, ordered by the value under SRC3 inh, falling:
structure | SRC2 inh | TLR9-MyD88 block | TWEAK-Fn14 inh | SRC3 inh | SRC1 inh | EBV LMP1 NFkB | COUP-TFII inh | NR5A2 inv ag | NOD2-RIPK2 inh
COc1ccc(C(=O)NCc2nnc(SCC(=O)Nc3ccccc3OC)o2)cc1 | -24 | 5 | -6 | 10 | -35 | -11 | 3 | 20 | -5
O=C1CC(C(=O)O)C2(CCCC2)O1 (centres undefined) | -30 | -1 | 3 | -6 | -10 | 5 | 5 | -7 | -6
Cc1c(/C=C2\NC(=O)NC2=O)c2ccccc2n1C | -9 | -4 | 7 | -26 | -25 | 2 | -12 | -4 | -8
